Efflux pump mplx = antifungal efflux pump inhibition, Nile Red retention | inhibition, % at 10 µM | S. cerevisiae Candida pump triplex | AID 485275 | 330,000 tested, 0.44% active;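 active = plate passing quality check with inhibition over a set limit, or well fluorescence over plate mean plus 4 SD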;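 also: Nile Red retained in pooled yeast measured as flow cytometry median fluorescence; 0% = buffer negative control and 100% = Enniatin B positive control; higher means more Nile Red kept so more efflux inhibition; some compounds called inactive have numbers as strong as hits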
CR mimetic SO = yeast age-related superoxide inhibition as caloric restriction mimetic. S. cerevisiae aged cells, superoxide DHE fluorescence; active compounds read low. superoxide response (% of plate mean), % at 10 µM. 330,000 tested, 0.18% active. AID 2690;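 active = superoxide response under a set limit, about three screen SD below normal, cut at about 65% in these data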;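 also: yeast aged for seven days with compound at 30 °C before DHE staining; 100% = average MFI of all compound-treated wells on the plate with controls excluded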
GLD-1 RNA inh = GLD-1-TGE RNA interaction inhibition (C. elegans). Q17339. purified GLD-1 + fluorescein TGE RNA, fluorescence polarization. inhibition, % at 5.96 µM. 320,000 tested, 0.44% active;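 active = percent inhibition above a per-plate cutoff, the plate mean of test compounds plus 3 SD, cut at about 30% in these data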;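 also: 0% = DMSO wells with GLD-1 and probe and 100% = wells lacking GLD-1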
Target sequence (Q17339 whole entry, looked up): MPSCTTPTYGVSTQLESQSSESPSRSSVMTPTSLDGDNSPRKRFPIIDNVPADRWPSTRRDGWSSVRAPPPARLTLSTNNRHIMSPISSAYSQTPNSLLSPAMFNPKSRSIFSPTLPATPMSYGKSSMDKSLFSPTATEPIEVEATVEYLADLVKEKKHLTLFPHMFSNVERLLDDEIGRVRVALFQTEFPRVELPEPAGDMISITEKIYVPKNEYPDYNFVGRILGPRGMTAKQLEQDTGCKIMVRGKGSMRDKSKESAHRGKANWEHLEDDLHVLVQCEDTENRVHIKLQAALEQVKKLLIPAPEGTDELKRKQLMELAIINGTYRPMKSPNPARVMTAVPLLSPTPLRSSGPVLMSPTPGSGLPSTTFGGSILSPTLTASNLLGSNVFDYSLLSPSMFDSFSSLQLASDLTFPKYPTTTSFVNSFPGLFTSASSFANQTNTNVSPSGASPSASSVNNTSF
The depositor's hits bear a star.

SMILES | Efflux pump mplx | CR mimetic SO | GLD-1 RNA inh
COC(=O)C1CCN(C(=O)c2ccc(OC)c(S(=O)(=O)N3CCCc4ccccc43)c2)CC1 | 0.0 | 93 | 1
Cc1ccsc1C(=O)OCC(=O)N1CC(C)CC(C)C1 (stereo not drawn) | 0.0 | 100 | -5
C=CCC[C@@H](Cc1ccc(F)cc1)C(=O)OCCNC(=O)[C@H](CC=C)CC(=O)NCCO | -0.1 | 88 | -2
O=C(NC(=S)N1CCN(c2ccccc2)CC1)c1ccco1 | 0.0 | 89 | -5
COc1ccc(C(=O)OCC(=O)NCc2cccs2)c(OC)c1OC | 0.0 | 107 | -3
CC1CCCCC12NC(=O)N(CC(=O)Nc1nccs1)C2=O (stereo not drawn) | 0.1 | 103 | 2
CC(C)(C)OC(=O)N1CCC(C(=O)Nc2ccc(C(=O)N3CCOCC3)cc2)CC1 | 0.1 | 98 | -2
O=C1[C@H]2[C@@H](C3CC3)N3C(=O)CN(CC4CC4)C(=O)[C@@]3(Cc3ccccc3)[C@H]2C(=O)N1c1ccccc1 | -0.3 | 102 | 3
O=C(CNC(=O)c1ccc(Cl)cc1)NNc1c(F)c(F)cc(F)c1F | 0.7 | 86 | 2
Cc1noc(C)c1NC(=O)Nc1ccc2c(c1)C(=O)N([C@H](C)CO)C[C@H](C)[C@@H](CN(C)S(=O)(=O)c1cn(C)cn1)O2 | -0.3 | 102 | 0
CN(C(=O)c1cccc(NC(=O)Cc2cccc([N+](=O)[O-])c2)c1)C1CCCCC1 | 0.3 | 115 | 10
CN(C(=O)c1cccc(NC(=O)Cc2cccc([N+](=O)[O-])c2)c1)C1CCCC1 | 0.3 | 106 | 3
O=C(OCc1ccc([N+](=O)[O-])cc1)C1CC(=O)N(Cc2ccccc2)C1 (stereo not drawn) | 0.0 | 134 | 3
C[C@H](CO)N1C[C@H](C)[C@@H](CN(C)C(=O)Nc2ccccc2)Oc2c(NS(=O)(=O)c3cccs3)cccc2C1=O | -0.3 | 99 | 3
CCOC(=O)c1c(C)[nH]c(C(C)=NNC(=O)Cn2nc(C)cc2C)c1C | 0.1 | 91 | 2
CC1(C)CCc2cc(S(=O)(=O)N3CCN(S(=O)(=O)c4c(F)cccc4F)CC3)ccc2O1 | -0.1 | 103 | 6
Cc1cc(C)n2nc(SCC(=O)N3CCN(c4ccccc4)CC3)nc2n1 | 0.0 | 83 | 9
N#Cc1ccccc1S(=O)(=O)N1CCN(C(=O)C2CC(=O)N(c3ccc4c(c3)OCCO4)C2)CC1 (stereo not drawn) | 0.0 | 105 | 5
N#CCC(=O)Nc1ccc(C(=O)OCC(=O)NC(=O)Nc2ccc3c(c2)OCCO3)cc1 | 0.0 | 129 | 0
Cc1ccc(OCC(=O)N2C(C)CCCC2C)c([N+](=O)[O-])n1 (stereo not drawn) | 0.0 | 87 | -5
C[C@H](NC(=O)c1ncn(C)c1C(=O)N[C@@H](C)c1ccccc1)c1ccccc1 | 0.3 | 105 | 7
O=C(COC(=O)c1c(Cl)ccc(Cl)c1Cl)NCC1CCCO1 (stereo not drawn) | -0.2 | 93 | 2
Cc1ccc(S(=O)(=O)N2CCCCC2)cc1NC(=O)Cn1ncc(Cl)c(Cl)c1=O | 0.4 | 95 | 2
CC(C)(C)[C@H](N)C(=O)N[C@H]1CCC2C3CC=C4C[C@@H](O)CC[C@]4(C)C3CC[C@@]21C (stereo partly drawn) | -0.2 | 74 | -3
Cc1cc(NC(=O)Cn2cnc3sccc3c2=O)no1 | 0.1 | 108 | 2
CC(=O)c1c(C)[nH]c(C(=O)NNC(=O)COc2cc(C)ccc2C(C)C)c1C | 0.0 | 100 | 2
CCC(=O)c1ccc(OCC(=O)NCc2ccccc2CN2CCCC2)cc1 | -0.2 | 108 | -2
COc1ccc(NC(=O)c2cc3ccccc3o2)cc1S(=O)(=O)N1CCCCC1 | -0.1 | 109 | 4
CC(=O)c1ccc(NC(=O)CN2c3cccc4cccc(c34)S2(=O)=O)cc1 | 0.0 | 98 | -3
COc1cc(/C=C/C(=O)OCC(=O)c2ccccc2)cc(OC)c1OC | 0.1 | 100 | 2
Oc1cc(Nc2ccccc2)cc2cccnc12 | 0.1 | 108 | 2
CC(=O)Nc1sc2c(c1-c1nc3ccccc3s1)CN(C(C)C)CC2 | 0.0 | 99 | -7
C[C@@H]1COC(=O)[C@@H](CC(=O)OC(C)(C)C)C/C=C\C[C@@H](CC(=O)N[C@H](CO)Cc2ccccc2)C(=O)N1 | 0.0 | 87 | 3
C[C@H](CO)N1C[C@H](C)[C@@H](CN(C)CC2CCCCC2)Oc2c(NC(=O)CCC(F)(F)F)cccc2C1=O | -0.2 | 114 | 2
Cc1ccc(CC(=O)OCC(=O)c2ccc[nH]2)cc1C | 0.4 | 127 | -1
Cc1cccc(N2C(=O)N3[C@H]4c5ccccc5OC[C@@H]4[C@@H](c4ccccc4)[C@@]3(C)C2=O)c1 | -0.3 | 111 | 2
O=S(=O)(Nc1cccc(Cl)c1)c1cccc(-n2cnnn2)c1 | -0.1 | 118 | 1
Cc1onc(-c2c(F)cccc2Cl)c1C(=O)OCC(=O)N1C(C)CCCC1C (stereo not drawn) | 0.0 | 106 | 3
CC(=O)NC(CC(=O)OCC(=O)c1cc(C)ccc1C)c1ccccc1 (stereo not drawn) | -0.1 | 88 | -1
CC(C)CC1Nc2ncnc(N3CCOCC3)c2N(Cc2ccc(Cl)cc2)C1=O (stereo not drawn) | 0.0 | 101 | 0
C[C@H](CO)N1C[C@H](C)[C@@H](CN(C)S(=O)(=O)c2ccc(F)cc2)Oc2c(NC(=O)Nc3ccccc3)cccc2C1=O | 0.2 | 107 | 2
C[C@H]1CN([C@@H](C)CO)C(=O)c2cccc(NC(=O)Nc3ccc(C(F)(F)F)cc3)c2O[C@@H]1CN(C)C(=O)Nc1ccc(F)cc1 | -0.1 | 86 | 12
CC(C)(C)[C@H]1COC(=O)CCCC/C=C\C[C@H](CC(=O)NCCO)C(=O)N1 | 0.2 | 114 | 0
COc1ccc(S(=O)(=O)N(C)C[C@@H]2Oc3ccc(NS(C)(=O)=O)cc3C(=O)N([C@@H](C)CO)C[C@H]2C)cc1 | -0.1 | 114 | -2
Cc1ccc2c(c1)NC(=O)[C@@]1(C)[C@@H](c3ccccc3)[C@H]3COc4ccc(Cl)cc4[C@@H]3N1C2=O | 0.3 | 98 | -2
C[C@H]1CN([C@@H](C)CO)C(=O)Cc2cc(NC(=O)C3CC3)ccc2O[C@H]1CN(C)Cc1ccc(C(=O)O)cc1 | -0.3 | 85 | 7
CC(=O)Nc1ccc(C=NNc2ccc(S(=O)(=O)Nc3ccccc3C(=O)O)cc2[N+](=O)[O-])cc1 | -0.1 | 97 | 4
C[C@H](CO)N1C[C@H](C)[C@@H](CN(C)S(=O)(=O)c2cccs2)Oc2c(NS(=O)(=O)c3ccc(F)cc3)cccc2C1=O | 0.1 | 82 | -5
O=C(NC(=O)c1cc([N+](=O)[O-])ccc1Cl)C1=C(N2CCCC2)COC1=O | -0.2 | 132 | 0
c1ccc(-c2sc3ccccc3c2-c2ccc(OCCN3CCCCC3)cc2)cc1 | -0.4 | 80 | 1
CCSc1nnc(NC(=O)C2CCN(C(=O)c3ccc(F)cc3)CC2)s1 | 0.1 | 100 | 4
COc1ccc(OCC(=O)NNC(=O)C(=O)Nc2ccccc2)cc1 | 0.2 | 100 | -3
CC(C)[C@H](NS(=O)(=O)c1ccccc1F)C(=O)OCC(=O)Nc1cccc(S(N)(=O)=O)c1 | -0.4 | 94 | 5
Cc1ccc2nc(CSc3nc(C)nc4c3oc3ccccc34)[nH]c2c1 | 0.4 | 90 | -3
CCOc1ccc(NS(=O)(=O)c2cc(C(=O)NCCN3CCOCC3)ccc2C)cc1 | -0.5 | 101 | -3
O=C(NCC(c1cccs1)N1CCOCC1)c1cnc(Cl)c(Cl)c1 (stereo not drawn) | 0.1 | 74 | 4
COc1ccc(NC(=O)c2cc(-c3ccncc3)nc3ccccc23)c(OC)c1 | -0.2 | 106 | 2
O=C(CNC(=O)c1ccccc1)OCC(=O)c1c[nH]c2ccccc12 | 0.0 | 104 | -1
C[C@@H]1CN([C@H](C)CO)C(=O)c2cc(NS(=O)(=O)c3cccs3)ccc2O[C@H]1CN(C)Cc1ccccc1 | 0.2 | 99 | 2
CCC[C@@H](CN1CCC[C@H]1CN1C(N)=NC[C@@H]1Cc1ccccc1)N1C[C@@H]([C@H](C)CC)N(CCCC2CCCC2)C1=N | 0.3 | 128 | -9

Three compounds out of the list, sorted by SMILES length, low to high.
SMILES | Efflux pump mplx | CR mimetic SO | GLD-1 RNA inh
O=C(CNC(=O)c1ccccc1)OCC(=O)c1c[nH]c2ccccc12 | 0.0 | 104 | -1
CC(=O)Nc1ccc(C=NNc2ccc(S(=O)(=O)Nc3ccccc3C(=O)O)cc2[N+](=O)[O-])cc1 | -0.1 | 97 | 4
C[C@H](CO)N1C[C@H](C)[C@@H](CN(C)S(=O)(=O)c2ccc(F)cc2)Oc2c(NC(=O)Nc3ccccc3)cccc2C1=O | 0.2 | 107 | 2

New compounds follow.
SMILES | Efflux pump mplx | CR mimetic SO | GLD-1 RNA inh
C[C@H](CO)N1C[C@H](C)[C@@H](CN(C)Cc2ccc(C(=O)O)cc2)Oc2c(NS(=O)(=O)c3ccccc3)cccc2C1=O | -0.3 | 98 | 3
Cn1cncc1C#Cc1c(-c2ccsc2)sc2ccccc12 | 0.1 | 114 | -2
Cc1onc(-c2ccccc2)c1C(=O)NCCSCc1ccco1 | 0.0 | 82 | 3
COCC(C)n1c(C)cc(C(=O)COC(=O)c2cc(=O)[nH]c3ccccc23)c1C (stereo not drawn) | -0.1 | 94 | 2
CCOc1ncccc1C(=O)OCC(=O)N1CCC(C)CC1 | 0.0 | 125 | 1
CCOC(=O)[C@@H]1[C@H]2COc3cc(OC)ccc3[C@@H]2N2C(=O)N(c3ccccc3)C(=O)[C@]12C | -0.1 | 122 | 0
COc1ccc(C#Cc2c(-c3ccccc3)n(C)c3ccccc23)cc1 | -0.1 | 96 | -11
CCCCNc1c(-c2cccc(-c3ccc(OC)cc3)c2)nc2cc(C)ccn12 | 0.1 | 97 | 6
CCC(CO)Oc1cc(NC(=O)Cc2ccccc2)c2ncn(C(C)C)c2c1 (stereo not drawn) | -0.2 | 100 | 3
COc1ccc(CC(=O)OC(C)C(=O)Nc2c(C)n(C)n(-c3ccccc3)c2=O)cc1OC (stereo not drawn) | 0.0 | 101 | 0
CN(CC(=O)NCCc1ccccc1)CC(=O)Nc1cccc(F)c1 | 0.4 | 115 | 1
Cc1ccc(C2(C)NC(=O)N(CC(=O)N3CCN(S(=O)(=O)c4cccc([N+](=O)[O-])c4)CC3)C2=O)cc1 (stereo not drawn) | -0.4 | 103 | 1
Cc1ccccc1-c1nnc(SCC(=O)Nc2cccnc2Cl)o1 | -0.1 | 83 | 1
O=C(CSc1nc2ccccc2c(=O)n1CCCN1CCOCC1)Nc1ccccc1OC(F)F | 0.1 | 92 | 6
CCN(c1ccc(NC(=O)COC(=O)/C=C/c2ccco2)cc1)C(C)C | 0.0 | 109 | 1
Cc1ccsc1C(=O)NNC(=O)COc1ccc(Br)cc1 | 0.0 | 105 | -2
Cc1noc(C)c1NC(=O)N(C)C[C@H]1Oc2ccc(NS(=O)(=O)c3ccc(F)cc3)cc2C(=O)N([C@H](C)CO)C[C@@H]1C | 0.0 | 95 | -4
COC(=O)[C@]1(Cc2ccccc2)N[C@H](CN(C)C(=O)Nc2ccc(OC)cc2)[C@@H]2C(=O)N(C)C(=O)[C@@H]21 | -0.2 | 95 | 6
Cc1ccc(NC(=O)c2ccc(Cl)c(S(=O)(=O)NCc3ccco3)c2)c(O)c1 | -0.1 | 111 | 4
CC(Sc1nncn1C)C(=O)NCCC1=CCCCC1 (stereo not drawn) | -0.2 | 111 | 1

Reprinted at random: five compounds from above
SMILES | Efflux pump mplx | CR mimetic SO | GLD-1 RNA inh
Cc1ccc(NC(=O)c2ccc(Cl)c(S(=O)(=O)NCc3ccco3)c2)c(O)c1 | -0.1 | 111 | 4
c1ccc(-c2sc3ccccc3c2-c2ccc(OCCN3CCCCC3)cc2)cc1 | -0.4 | 80 | 1
CC(C)(C)[C@H]1COC(=O)CCCC/C=C\C[C@H](CC(=O)NCCO)C(=O)N1 | 0.2 | 114 | 0
N#CCC(=O)Nc1ccc(C(=O)OCC(=O)NC(=O)Nc2ccc3c(c2)OCCO3)cc1 | 0.0 | 129 | 0
C[C@H](NC(=O)c1ncn(C)c1C(=O)N[C@@H](C)c1ccccc1)c1ccccc1 | 0.3 | 105 | 7

Later entries.
SMILES | Efflux pump mplx | CR mimetic SO | GLD-1 RNA inh
Cc1c(NS(=O)(=O)c2cccc(C(=O)N3CCC(C)CC3)c2)c(=O)n(-c2ccccc2)n1C | 0.2 | 98 | 3
Cc1cccc(C(=O)OCC(=O)c2ccc3c(c2)NC(=O)CO3)c1 | 0.1 | 95 | 2
O=C(Cn1cc([N+](=O)[O-])ccc1=O)NCC(=O)Nc1ccc(F)c(F)c1F | -0.2 | 97 | -3
O=C(CNC(=O)c1ccco1)OCc1ccccc1F | -0.1 | 80 | 1
O=C(NN=Cc1c(O)ccc2ccccc12)c1ccc2c(c1)OCO2 | -0.2 | 78 | -12
COc1ccc(NC(=O)COC(=O)Cc2ccsc2)c(OC)c1 | 0.0 | 99 | 0
CSc1ccc(/C=C/C(=O)OCC(=O)N2CCCCCC2)cc1 | 0.0 | 84 | 4
Cc1ccc(S(=O)(=O)NC2CCCCCC2)cc1 | 0.3 | 124 | 5
COc1ccc(C(=O)COC(=O)C(O)c2ccccc2)c(OC)c1 (stereo not drawn) | -0.2 | 104 | 0

Screening data as filed in PubChem BioAssay.

This is a subset, so the mix of outcomes need not match the whole.
